ATXN viability: reduces viability in counter-screen for ATXN expression inhibitors; S2 cells (HEK-293 line with an ATXN2-luciferase reporter) viability, CellTiter-Fluor protease fluorescence, 24 h; Potency, µM (highest dose often 56.7 µM), most hits filed as cytotoxic; actives 0.49% (n = 400,000); AID 651635; note: potency is the fitted concentration of half-maximal effect; nearly all actives have a fitted effect of over 40% in size
KB-3-1 tox: KB-3-1 parental cell cytotoxicity. KB-3-1 viability, CellTiter-Glo ATP luminescence, 72 h. AID 1347075. actives 1.4% (n = 400,000). Potency, µM (titrated, usually from 46.1 µM), inactives show top-dose activity change, negative = cytotoxic, usual class: cytotoxic; note: potency is the fitted concentration of half-maximal effect; % is set by controls: 0 for no effect and ±100 for the full control effect; nearly all actives have a fitted effect of over 60% in size
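Cytotoxicity measured as CellTiter-Glo luminescence after 72 h at 37 C. Compound titrations were pinned onto drug-naive KB-3-1 parental adenocarcinoma cells grown in DMEM with 10% FBS, and normalized data fitted to concentration-response curves.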
HT1080 IDH1KD tx: kills HT-1080 cells with IDH1 knockdown; Potency, µM (top dose mostly 46.1 µM), inactives show at the top dose activity, negative = toxicity, usual class: cytotoxic; actives 2% (n = 360,000); AID 686971; HT-1080 IDH1 knockdown viability, ATP luminescence, 48 h;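 note: potency is the fitted concentration of half-maximal effect; 0% = DMSO wells and -100% = cell-free medium wells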
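CellTiter-Glo luminescence after 48 h compound exposure at 37 degrees C of IDH1-knockdown HT-1080 cells in 5% FBS RPMI. %Activity scaled between DMSO wells and cell-free media wells, with curves fitted and assigned curve classes.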
HT1080NT lethal: kills 2HG-producing HT-1080-NT fibrosarcoma cells; Potency, µM (titrated, usually from 46.1 µM), without a hit: at the highest dose activity, negative = less viability, hits mostly cytotoxic; actives 1.6% (n = 360,000); HT-1080-NT fibrosarcoma viability, CellTiter-Glo ATP luminescence, 48 h;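 note: NT is the 2HG producing partner of a matched IDH1 knockdown line; potency is the fitted concentration of half-maximal effect; 0% = DMSO-treated cells and -100% = media-only wells without cells; nearly all actives have a fitted effect of over 55% in size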
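HT-1080-NT fibrosarcoma cells (2HG-overproducing), 750 cells/well in RPMI with 5% FBS, dosed after 2 h and incubated 48 h at 37C. CellTiter-Glo luminescence normalized to DMSO and no-cell wells; concentration-response curves fitted and classed.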
MCF10A rereplic: DNA re-replication induction in MCF 10a cells. MCF 10A DNA re-replication, Hoechst nuclear intensity, 48 h. Potency, µM (titrated, usually from 46.1 µM), without a hit: at the highest dose activity, positive = re-replication, usual class: activators. actives 2.9% (n = 350,000). AID 624296; note: potency is the fitted concentration of half-maximal effect; % of control where 0% means no effect; nearly all actives have a fitted effect of over 50% in size
KB-V1 cytotox: kills drug-selected multidrug resistant KB-V1 cells | KB-V1 MDR cells viability, CellTiter-Glo, 72 h | Potency, µM (doses to about 46.1 µM), for inactives: at the top dose activity change, negative = cytotoxicity, hits mostly cytotoxic | actives 3.4% (n = 400,000) | AID 1347076; note: potency is the fitted concentration of half-maximal effect; % is set by controls: 0 for no effect and ±100 for the full control effect; nearly all actives have a fitted effect of over 60% in size
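Drug-selected KB-V1 cells, grown in DMEM lacking phenol red with 10% FBS, receive compound titrations; after three days at 37 degrees C, surviving cell ATP is quantified by CellTiter-Glo luminescence and responses normalized and curve-fitted.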
IL1B secr inh: inflammasome signaling inhibition, IL-1 beta readout | activity change, % at 57.5 µM | THP-1 LPS/ATP IL-1B secretion, AlphaLISA, 16 h; hits give low values | actives 4.7% (n = 360,000); in the data active = activity change below about -50%; inconclusive = mostly about -30% to -49%; note: % is set by controls: 0 for no effect and ±100 for the full control effect
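THP-1 cells pretreated 1 hr with compounds (up to 57.5 uM final), then stimulated with LPS (250 ng/mL final) plus ATP (1.25 mM final); secreted IL-1B measured by AlphaLISA after 16 hr, decreased signal indicating inhibition.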
ATXN2 expr inh: ATXN2 expression inhibition | AID 1745845 | actives 0.72% (n = 360,000) | HEK-293 ATXN2-luciferase reporter, luminescence, 24 h | Potency, µM (series often up to 57 µM), inactives show at the top dose activity change, negative = inhibition, usual class: inhibitors; note: potency is the fitted concentration of half-maximal effect; % is set by controls: 0 for no effect and ±100 for the full control effect; nearly all actives have a fitted effect of over 55% in size
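ATXN2-luciferase reporter cells (luciferase flanked by upstream and downstream ATXN2 gene portions) were treated 24 h at 37 °C with compounds at up to 57 uM. SteadyGlo luminescence gave expression; GF-AFC fluorescence gave viability.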
SW480 rerep: induces DNA re-replication in SW480 colon adenocarcinoma cells; SW480 DNA re-replication, Hoechst DNA content imaging, 48 h; Potency, µM (series often up to 46.1 µM), for the others: at the highest dose re-replication activation, most hits filed as activators; actives 1.8% (n = 340,000); AID 624297; note: potency is the fitted concentration of half-maximal effect; % of control where 0% means no effect; nearly all actives have a fitted effect of over 55% in size
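Compounds, transferred as 23 nL by pin tool, were incubated with cells for 48 hr; DNA content per nucleus was then quantified by Hoechst staining and fluorescence plate imaging.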
An asterisk follows results filed as active; i = inactive; u = inconclusive; x = not tested or not shown; [ ] = dose if it differs, or a comment. Unless noted, calls come from the whole dose curve; as a rule, active = well fitted curve in the direction sought with a large enough effect; inconclusive = small, poorly fitted or top-dose-only effect, or another doubt; inactive = no such curve, though single readings can be large; an effect the other way counts as inactive or inconclusive. Not a hit list (roughly 11% active in at least one column).

structure,ATXN viability,KB-3-1 tox,HT1080 IDH1KD tx,HT1080NT lethal,MCF10A rereplic,KB-V1 cytotox,IL1B secr inh,ATXN2 expr inh,SW480 rerep
C=CCN(C(=O)c1csnn1)C(C(=O)NC1CCCC1)c1c(F)cccc1Cl (stereo not drawn),i,0%,15%,11%,9%,u,-12,-10%,-6%
CCOc1ccc(S(=O)(=O)NC2CCCC2)cc1C,i,1%,-7%,4%,1%,-3%,42,-19%,15%
COc1ccccc1N1CCN(C2CCCN(C(=O)c3cscn3)C2)CC1 (stereo not drawn),i,15%,12%,15%,10%,16%,17,-10%,-9%
COc1ccccc1N1CCN(C(=O)c2cn(C)c3ccc(S(=O)(=O)N(C)C4CCCCC4)cc3c2=O)CC1,u,u,x,x,x,2%,x,0%,x
O=C(Cc1cccs1)N/N=C/c1ccc(OCc2ccccc2)cc1,i,11%,-23%,u,-8%,0%,19,2%,2%
CCOC(=O)C1(Cc2cccc(F)c2)CCN(C(=O)C2CCOCC2)CC1,i,0%,17%,13%,-4%,-27%,3,-25%,u
O=C(/C=C/c1ccc(S(=O)(=O)N2CCOCC2)cc1)NCCCn1ccnc1,x,-7%,15%,16%,-4%,-28%,-7,x,-2%
COC(=O)C[C@@H]1C=C[C@H](NC(=O)Nc2cc(F)ccc2F)[C@@H](CO)O1,x,5%,0%,-2%,x,-14%,12,x,x
N#C/C(=C\c1cccnc1)C(=O)Nc1ccc(S(N)(=O)=O)cc1,i,19%,6%,12%,13%,16%,0,0%,-14%
CC(=O)n1c2ccccc2c2c1c1ccccc1n2C,i,-12%,u,23µM*,u,-25%,0,-11%,0%
CN(C)C(=O)CCc1ccc2c3c([nH]c2c1)[C@]1(CCc2ccccc2)[C@@H](C(=O)N2CCCCC2)C[C@H](CC(=O)NCc2ccco2)C(=O)N1CC3,i,0%,-8%,1%,2%,0%,-22,3%,1%
Cc1cccc(NC2=C(Cl)C(=O)OC2NC(=O)c2ccccc2)c1 (stereo not drawn),i,-7%,-1%,9%,-4%,-16%,-6,0%,-4%
CC(=O)C(Cc1ccccc1)NC(=O)COC(=O)c1cccc(C)c1[N+](=O)[O-] (stereo not drawn),i,-5%,3%,8%,-5%,-15%,4,6%,-6%
O=C(Nc1ccc(N2CCOCC2)cc1)c1cccnc1,i,24%,19%,19%,6%,8%,-5,52%[activator],11%
CCS(=O)(=O)c1nc(NC(C)=O)n[nH]1,i,2%,1%,3%,-3%,u,3,12%,-7%

Complete entries, quoted from the list. Screens in order: ATXN viability, KB-3-1 tox, HT1080 IDH1KD tx, HT1080NT lethal, MCF10A rereplic, KB-V1 cytotox, IL1B secr inh, ATXN2 expr inh, SW480 rerep
CCOC(=O)C1(Cc2cccc(F)c2)CCN(C(=O)C2CCOCC2)CC1 is listed with i, 0%, 17%, 13%, -4%, -27%, 3, -25%, u
O=C(Nc1ccc(N2CCOCC2)cc1)c1cccnc1 is listed with i, 24%, 19%, 19%, 6%, 8%, -5, 52%[activator], 11%
COc1ccccc1N1CCN(C2CCCN(C(=O)c3cscn3)C2)CC1 (stereo not drawn) is listed with i, 15%, 12%, 15%, 10%, 16%, 17, -10%, -9%

Next part:
structure,ATXN viability,KB-3-1 tox,HT1080 IDH1KD tx,HT1080NT lethal,MCF10A rereplic,KB-V1 cytotox,IL1B secr inh,ATXN2 expr inh,SW480 rerep
COC(=O)c1cc2oc3ccccc3c2n1Cc1nc(-c2ccc(Cl)cc2)oc1C,i,3%,x,x,x,8%,x,-9%,x
COc1ccc(-c2cc(C(=O)NC3CC3)c3ccccc3n2)cc1,u,-1%,2%,8%,-6%,-10%,-3,x,-3%
CC(NS(=O)(=O)c1cc2c3c(c1)CCN3C(=O)CC2)c1ccccc1 (stereo not drawn),u,3%,1%,4%,x,-19%,16,x,x
CCCCCCCCCCCn1nnnc1N,i,-18%,1%,-1%,0%,19%,-2,7%,-6%
Cc1noc(C)c1COc1ccccc1C(=O)N1CCN(c2cccc(C(F)(F)F)c2)CC1,u,u,u,u,u,u,-10,u,u
c1ccc2c(c1)ccc1nnc(-c3ccc4c(c3)OCO4)n12,i,-11%,-12%,-12%,1%,-11%,-3,5%,-10%
COc1ccc(N2C(=NC(=O)C3CCCO3)SC3CS(=O)(=O)CC32)cc1 (stereo not drawn),i,14%,16%,13%,8%,u,2,-1%,-13%
O=S(=O)(c1ccccc1)N1CCSC1c1ccco1 (stereo not drawn),i,3%,-1%,5%,6%,-3%,12,-4%,-2%
COCCC(=O)N1CCC(n2nccc2NC(=O)c2ccccc2C)CC1,i,7%,1%,u,-1%,23%,0,7%,u
Cc1ccc(NC(=O)CN2C=NS(=O)(=O)c3ccccc32)c(C)c1,i,6%,x,x,x,22%,x,4%,x
CN(C)S(=O)(=O)c1ccc2c(c1)C(CC(=O)O)NC2=O (stereo not drawn),i,-9%,21%,24%,-10%,-2%,0,2%,-7%
Cc1ccc(S(=O)(=O)NCC(=O)N2CCOCCOCCOCCOCC2)cc1,i,10%,21%,7%,u,26%,25,-5%,2%
Cc1cc(Cl)ccc1NC(=S)NCCCO,i,12%,18%,11%,7%,-1%,i,8%,-3%
O=C(CCC(=O)N1CCN(S(=O)(=O)c2ccc(Cl)cc2)CC1)Nc1ccc(Cl)cc1Cl,i,5%,1%,-1%,17%,-15%,-10,x,-2%
CSCCC(c1nc2ccccc2[nH]1)n1c(-c2cc(C(F)(F)F)cc(C(F)(F)F)c2)nc2ccccc21 (stereo not drawn),x,-18%,21µM*,33µM*,x,u,-21,x,x
CC(=NCc1cccnc1)C1=C(O)c2ccccc2C1=O,i,9%,-1%,1%,20%,3%,-6,6%,-6%
COc1ccc(NC(=O)CCN2C(=O)c3ccc([N+](=O)[O-])cc3C2=O)c(OC)c1,i,13%,-2%,-3%,0%,-5%,19,-2%,-2%
COc1ccc(-c2cc(C(=O)NCC3CCCO3)c3cc(C(C)C)ccc3n2)cc1 (stereo not drawn),i,-11%,11%,5%,u,26%,u,-14%,0%
O=C(OCc1nnc(-c2ccccc2)o1)c1cc(S(=O)(=O)N2CCOCC2)ccc1F,i,0%,0%,-4%,-1%,0%,-8,-2%,0%
COc1ccc(C2CC(c3c(-c4ccccc4)c4cc(Cl)ccc4[nH]c3=O)=NN2S(C)(=O)=O)cc1 (stereo not drawn),i,0%,-15%,-14%,u,-1%,-17,-21%,6%
Cn1c(-c2csc(-c3cccc(C(F)(F)F)c3)n2)n[nH]c1=S,i,-3%,22%,14%,2%,-9%,0,-6%,-2%
CCN(Cc1ccccc1)C(=O)C1CCN(Cc2sccc2C)CC1,i,13%,9%,5%,-2%,u,-2,-6%,29µM*
O=C(O)CC(c1ccccc1)N1C(=O)c2ccccc2C1=O (stereo not drawn),i,14%,2%,-2%,-1%,0%,-10,-30%,-3%
O=C(c1cc(-c2ccc(Br)cc2)nc2ccccc12)N1CCN(c2ccccc2O)CC1,i,-6%,u,u,u,-6%,-62*,12%,u
COC(=O)C(C(=O)OC)c1ccccc1NC(=O)OCc1ccccc1,x,u,u,-28%,x,u,7,x,x
O=C(O)c1[nH]c2ccccc2c1-c1ccccc1,u,20%,8%,2%,0%,u,10,-3%,4%
CCOC(=O)c1[nH]c(C)c(C(=O)NCCc2ccc(OC)cc2)c1C,i,12%,5%,7%,u,15µM*,-10,-3%,-1%
O=C(Nc1ccc(NC(=S)NC(=O)c2ccco2)cc1)c1ccc(Br)cc1,u,-5%,8%,6%,x,7%,-16,x,x
CCN1C(=O)C(Cc2nc3ccccc3c(=O)n2-c2ccccc2)c2cc(Br)ccc21 (stereo not drawn),u,-13%,x,x,x,u,x,-22%,x
Cc1cc(C)nc(NS(=O)(=O)c2ccc(NC(=O)CCC(=O)O)cc2)n1,i,8%,10%,19%,-10%,0%,3,-12%,-1%[9.22 µM]
O=C(Cn1cncn1)NCCC(c1ccccc1)c1ccccc1,i,-2%,2%,8%,1%,-4%,10,4%,-3%
O=S(=O)(Nc1nc(-c2ccco2)c(-c2ccco2)s1)c1ccc(F)cc1F,i,3%,3%,10%,x,9%,11,x,x
COc1ccccc1-c1nc(-c2ccccn2)no1,i,u,23µM*,21µM*,0%,u,7,u,-15%

3 compounds out of the list above, arranged by their value in IL1B secr inh, falling:
| smiles | IL1B secr inh | SW480 rerep |
| --- | --- | --- |
| COC(=O)C(C(=O)OC)c1ccccc1NC(=O)OCc1ccccc1 | 7 | x |
| COc1ccc(C2CC(c3c(-c4ccccc4)c4cc(Cl)ccc4[nH]c3=O)=NN2S(C)(=O)=O)cc1 (stereo not drawn) | -17 | 6% |
| O=C(c1cc(-c2ccc(Br)cc2)nc2ccccc12)N1CCN(c2ccccc2O)CC1 | -62* | u |
